High-throughput results (PubChem BioAssay)
RAM network inh = inhibitors of the yeast RAM network; S. cerevisiae dse1pr::URA3 reporter, 5-FOA growth OD615, 2 d; analog-sensitive cbk1-as2 kinase mutant strain; inhibition, % at 50 µM; 190,000 tested, 1.8% active; AID 868;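 active = inhibition above a set limit, 3 SD over mean compound inhibition, cut at about 8.4% in these data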;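 also: 0% = DMSO-only wells with no growth and 100% = 10 µM 1-NA-PP1 full growth; inhibition rescues growth on 5-FOA so higher OD means more RAM inhibition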
STAT3 act = STAT3 signaling activation. AID 871. U3A cells, IL-6 STAT3-luciferase reporter, luminescence; 100% = signal with IL-6 EC80 alone. activation (% of control), % at 5.6 µM. 190,000 tested, 0.91% active;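 active = activation above the screen-wide mean of compound activation plus 3 SD, cut at about 130% in these data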;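 also: 0% = background luminescence of wells with medium and substrate only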
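Material: human STAT1-deficient U3A cells with stable STAT3-luciferase reporter / Probe or stimulus: IL-6 stimulus at 33 ng/mL final / Schedule: 1 h compound pre-exposure, 6 h IL-6 stimulation, 37 °C / Technique: luminescence / Read-out basis: percent of IL-6-only median luminescence / Control set: IL-6-only high control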
STAT1 blocker = STAT1 signaling inhibition; NIH 3T3 STAT1-luciferase reporter, IFN-gamma, luminescence; inhibition, % at 5.5 µM; 200,000 tested, 0.35% active;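 active = inhibition above a set limit, the mean inhibition across all tested compounds plus 3 SD, cut at about 34% in these data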;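 also: 0% = IFN-gamma with DMSO and 100% = IFN-gamma with 300 µM nifuroxazide; values of inactives mirror those of a sister screen read the other way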
TR-FRET SRC-2 ct = TR-FRET artefact, counter-screen to PPARgamma/SRC-2 agonist assay; TR-FRET ratio at 8 µM; 200,000 tested, 0.4% active; stronger effect = higher value; in the data active = TR-FRET ratio above about 2000; also: inactives centre near 1500
TLR4-MyD88 BLA = blocks binding of human TLR4 to MyD88. AID 861. 200,000 tested, 0.18% active. O00206+Q99836. inhibition, % at 8.4 µM. HeLa CL3-4 TLR4/MyD88 BLA complementation, FRET ratio; in the data active = inhibition above about 25%;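 also: 0% = vehicle and 100% = reference inhibitor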
PPARg SRC-1 ag = promotes SRC-1 coactivator recruitment by human PPARgamma; PPARgamma-SRC-1 coactivator recruitment biochemical assay; activation, % at 8 µM; 200,000 tested, 0.41% active; in the data active = activation above about 19%;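 also: 0% = DMSO and 100% = reference agonist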
STAT3 blocker = STAT3 signaling inhibition; inhibition, % at 5.5 µM; U3A cells, IL-6 STAT3-luciferase reporter, luminescence; host cell line lacks STAT1; AID 862; 190,000 tested, 0.89% active;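 active = inhibition above the mean inhibition across all screened compounds plus 3 SD, cut at about 44% in these data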;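 also: 0% = DMSO only wells and 100% = 100 µM nifuroxazide control wells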
PPARg SRC-2 ag = promotes SRC-2 coactivator recruitment by human PPARgamma; 200,000 tested, 0.34% active; PPARgamma LBD-SRC-2 recruitment, biochemical; activation, % at 8 µM; P37231; in the data active = activation above about 22%;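 also: 0% = vehicle and 100% = reference agonist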
ROMK mod = modulators of human ROMK potassium channel | P48048 | Tet-inducible ROMK, thallium flux fluorescence; actives lie on both sides | B-score at 10 µM | 130,000 tested, 2% active | AID 1918;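 active = signal ratio slope over the read window, or its plate-corrected B-score, at least 3 SD from the plate mean, either direction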;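 also: B-score of the F/F0 ratio slope over 7 to 12 s after thallium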
Target sequence (P48048 whole entry, looked up): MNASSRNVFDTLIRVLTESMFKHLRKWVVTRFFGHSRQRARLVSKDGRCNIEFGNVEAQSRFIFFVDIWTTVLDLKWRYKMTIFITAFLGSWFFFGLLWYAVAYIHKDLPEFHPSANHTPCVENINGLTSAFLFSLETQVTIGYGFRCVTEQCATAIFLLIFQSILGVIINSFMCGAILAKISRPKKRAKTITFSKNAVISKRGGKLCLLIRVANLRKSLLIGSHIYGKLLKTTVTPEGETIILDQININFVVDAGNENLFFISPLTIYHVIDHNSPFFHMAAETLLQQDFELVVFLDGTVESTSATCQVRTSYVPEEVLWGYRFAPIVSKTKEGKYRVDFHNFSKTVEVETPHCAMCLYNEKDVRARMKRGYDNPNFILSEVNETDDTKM
S1P3 antag = antagonists of human S1P3 receptor; CHO S1P3 NFAT-BLA reporter, FRET fluorescence, antagonist mode; 170,000 tested, 0.27% active; inhibition, % at 4.98 µM; Q99500;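 active = inhibition above the plate cutoff, the mean inhibition of test wells on that plate plus 3 SD, cut at about 28% in these data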;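 also: cells challenged with S1P at its EC80 of 0.8 µM; blue over green emission ratio from cleaved BLA substrate after 4 h stimulation; 0% = S1P-stimulated wells and 100% = unstimulated DMSO-only wells; some compounds past the cut are filed as inactive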
Target sequence (Q99500 whole entry, looked up): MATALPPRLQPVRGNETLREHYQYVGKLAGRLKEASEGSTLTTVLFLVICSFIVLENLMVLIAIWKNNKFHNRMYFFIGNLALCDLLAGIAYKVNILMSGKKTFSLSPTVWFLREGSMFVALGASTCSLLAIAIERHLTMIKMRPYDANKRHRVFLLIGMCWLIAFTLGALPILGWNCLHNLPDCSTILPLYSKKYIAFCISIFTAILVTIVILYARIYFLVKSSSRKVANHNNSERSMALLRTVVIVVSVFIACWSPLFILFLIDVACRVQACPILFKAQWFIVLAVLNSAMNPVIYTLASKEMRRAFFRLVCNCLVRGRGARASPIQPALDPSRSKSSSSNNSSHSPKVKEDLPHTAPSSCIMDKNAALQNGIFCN
PPARg SRC-3 ag = promotes SRC-3 coactivator recruitment by human PPARgamma. activation, % at 8 µM. P37231. 200,000 tested, 0.26% active. biochemical PPARgamma/SRC-3 coactivator recruitment assay; in the data active = activation above about 23%;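 also: 0% = DMSO and 100% = reference agonist; some compounds past the cut are filed as inactive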
An asterisk follows results filed as active; . = no result given.

#	compound	RAM network inh	STAT3 act	STAT1 blocker	TR-FRET SRC-2 ct	TLR4-MyD88 BLA	PPARg SRC-1 ag	STAT3 blocker	PPARg SRC-2 ag	ROMK mod	S1P3 antag	PPARg SRC-3 ag
1	COc1ccc(N=N/C(=C\O)C(=O)c2cccs2)cc1	1.1	82	-13	1451	-4	5	28	2	-0.39	7	1
2	COc1ccccc1C(=O)NCC(=O)N/N=C/c1cn[nH]c1-c1ccccc1	2.5	95	2	1595	-16	14	8	3	0.41	-23	5
3	CC(C1CC1)N(Cc1ccccc1)C(=S)Nc1ccccc1Cl (stereo unspecified)	8.6*	108	5	1556	2	6	-8	1	-0.71	12	2
4	O=C(c1cc(C2CC2)nc2ccccc12)N1N=C(C(F)F)CC1(O)C(F)F (stereo unspecified)	-0.4	108	-3	1652	11	4	-7	17	.	.	-2
5	O=S(=O)(c1ccc(Br)cc1)N1CCN(c2ccc3nnc(-c4ccccc4)n3n2)CC1	4.4	167*	-1	1657	1	8	-69	6	.	.	0
6	COc1ccc(CN2C(=O)Cc3c2nc(N)c2c(N)nc(N4CCCCC4)c(C#N)c32)cc1	5.7	102	-1	1759	-12	9	-7	9	.	-2	-4
7	C=C(C)c1cccc(C(C)(C)NC(=O)N2CCN(CC)CC2)c1	1.8	102	3	1515	1	-2	1	5	.	13	2
8	CC[n+]1c(/C=C(\C)Nc2ccccc2)sc2ccccc21	0.5	98	-5	1582	1	0	-1	-3	-1.1	-6	-1
9	CCOc1ccc(C(=O)NC(=S)Nc2ccc(N3CCOCC3)c(Cl)c2)cc1[N+](=O)[O-]	1.9	99	-7	1480	-4	1	1	-6	1.3	-1	1
10	Cc1cccc(C(=O)NCC(=O)OCC(=O)N2CCc3ccccc32)c1	2.2	90	0	1815	2	3	18	3	0.58	25	1
11	CCOc1ccc(CN(C)CC(=O)NNC(=O)c2ccc(Cl)cc2)cc1OC	1.0	95	5	1806	1	3	8	7	.	-14	2
12	COc1ccc(NC(=O)CN2CCN(CC(=O)Nc3ccc(OC)c(OC)c3)CC2)cc1	-1.0	106	10	1497	-10	-4	-3	3	0.47	-7	0
13	CC(CN1CCOCC1)OC(=O)C1COc2ccccc2O1 (stereo unspecified)	0.6	91	7	1420	1	10	15	8	1.1	6	2
14	CC(/C=N/NC(=O)c1cccnc1)=C\c1ccco1	1.3	105	-10	1167	9	1	-9	-4	-0.052	.	-15
15	Cc1ccc(C(=O)OCC(=O)Nc2sccc2C(N)=O)cc1NC(=O)c1ccco1	5.8	88	9	1640	4	3	19	5	-0.99	.	-8
16	O=C(c1nc2nc(-c3ccc(Cl)cc3)cc(C(F)(F)F)n2n1)N1CCOCC1	2.4	82	-2	1353	9	7	26	13	.	-80	-1
17	CC(=O)Nc1nnc(CCS(=O)(=O)c2ccc(Cl)cc2)s1	3.0	97	-2	1736	6	10	6	5	0.034	-20	5
18	CCN(CC(=O)Nc1ccc([N+](=O)[O-])cc1OC)c1ccccc1	8.2	106	-7	1733	15	0	-3	2	.	.	3
19	COc1cc(OC)cc(C(=O)N2CCN(C(=O)c3ccc(OC)c(OC)c3)CC2)c1	0.0	102	3	1534	1	4	-3	6	.	-25	-1
20	O=C(CN1CCN(CCC(=O)Nc2ccccc2F)CC1)Nc1ccc(F)cc1	0.5	96	-4	1747	-3	7	11	6	.	1	2
21	COc1ccc(/C=C(/NC(=O)c2cccc([N+](=O)[O-])c2)C(=O)O)cc1OC	-0.1	94	-3	1667	-8	2	15	14	0.2	0	0
22	CCCC(=O)Nc1ccc(C(=O)NNC(=O)c2ccccc2Br)cc1	3.1	90	-6	1519	-1	3	18	-2	-0.98	.	1
23	COc1ccc(NC(=S)Nc2ccc(OCc3ccccc3)cc2)cc1OC	4.0	103	-6	1529	-3	-4	2	-5	.	.	2
24	Cc1ccccc1N1C(=O)CC(N(O)c2ccccc2)C1=O (stereo unspecified)	-0.4	102	-3	1602	4	-4	0	-5	-0.97	-1	-5
25	Cc1[nH]c2ccccc2c1C(=O)C(=O)NCCC1=CCCCC1	3.0	97	7	1521	13	9	7	1	.	-13	0
26	COc1ccc(-c2noc(CSc3ccc(C)cc3)n2)cc1	2.2	121	-2	1473	0	3	-24	6	.	.	-2
27	O=C(CCc1ccccc1)Nc1ccc(NC(=O)c2ccco2)cc1	1.0	101	-8	1691	-2	9	4	2	-0.47	2	-2
28	CCCCCCOc1ccc(OC(=O)c2cccnc2)cc1	4.0	97	-2	1593	-5	0	8	-5	.	.	-9
29	N#CC(=C1CCCC1)c1nc(-c2cc3ccccc3oc2=O)cs1	6.0	111	-17	1589	-7	2	-12	9	-0.78	.	6
30	O=C(O)COc1ccc(NC(=O)c2ccco2)cc1	-0.6	102	1	1525	-4	0	-1	8	.	.	1
31	COc1ccccc1N(CC(=O)Nc1ccccc1C(=O)NCC(C)C)S(C)(=O)=O	0.3	96	1	1628	1	3	8	1	.	-14	6
32	CCCn1nnc(NC(=O)c2ccccc2Cl)n1	1.3	103	-11	1630	-4	5	0	7	.	5	-9
33	CCNc1nc(SC(C)C(=O)OC)nc(N(C)C)n1 (stereo unspecified)	0.8	94	6	1663	-9	10	12	10	-0.013	4	3
34	CCC(=O)Nc1ccc(NC(=O)CSc2nnnn2C(C)C)cc1	1.5	100	-1	1468	-1	2	4	-3	1.5	14	-10
35	Cc1ccc(C2NC(c3ccc(C)cc3)C([N+](=O)[O-])C(C)(C)C2[N+](=O)[O-])cc1 (stereo unspecified)	4.0	112	-3	1425	4	1	-11	5	.	14	0
36	O=C(NCC1CCCO1)C(c1cccs1)N(Cc1ccccc1Cl)C(=O)c1ccc(-c2ccccc2)[nH]1 (stereo unspecified)	3.9	108	7	1492	4	-2	-13	-6	-0.43	21	-2
37	COc1ccc(Nc2n[nH]c(N)c2C(N)=O)cc1	0.1	94	-7	1688	8	14	12	9	-0.0081	-22	5
38	O=C(N/N=C/c1c(F)c(F)c(F)c(F)c1F)c1cccc(S(=O)(=O)N2CCOCC2)c1	5.1	90	-7	1710	-14	13	14	3	-0.26	-5	7
39	CC(C)CN(C(=O)CN1CCc2ccccc21)c1c(N)n(CC(C)C)c(=O)[nH]c1=O	0.0	133*	5	1442	0	11	-37	1	0.86	-10	2
40	O=C(N/N=C/c1cccc([N+](=O)[O-])c1)c1cc2c(ccc3ccccc32)o1	1.2	83	0	1347	-6	2	25	-2	0.53	.	-6
41	O=C(c1ccccc1)N1CCN(C(=O)N2CCOCC2)CC1	-0.3	98	-2	1511	5	2	10	10	-0.46	.	2
42	CCNC(=O)Cn1c(=O)c2c(ncn2Cc2ccccc2)n(Cc2ccccc2)c1=O	2.8	100	1	1581	5	2	3	10	.	.	0
43	C=CCOc1ccc(/C=N/NC(=O)CN(c2cc(Cl)ccc2OC)S(=O)(=O)c2ccc(C)c([N+](=O)[O-])c2)cc1	3.8	103	5	1754	-2	8	-6	1	-1.7	-4	3
44	COc1ccc(-n2cc(-c3ccccc3)c3c(N4CCN(CCO)CC4)ncnc32)cc1	-0.1	104	-5	1497	1	-2	-2	-2	.	.	-3
45	CCOc1ccccc1OCC(=O)NC1CCCCC1	-0.2	102	2	1390	9	1	4	4	0.019	.	0
46	COc1cc(C2C(Oc3ccccc3C)C(=O)N2Cc2ccc(F)cc2)cc(OC)c1OC (stereo unspecified)	7.5	96	14	1636	-9	1	8	3	.	3	-3
47	C=CCSc1n[nH]c(-c2ccc(OCCC)cc2)n1	-1.1	99	-51	1603	-9	1	4	6	.	-1	-10
48	COc1cc(CCC(=O)OCn2nnc3ccccc3c2=O)cc(OC)c1OC	0.1	100	7	1567	-17	-1	7	1	.	-6	6
49	CCOc1nc(-c2ccccc2)ccc1-c1noc(-c2ccco2)n1	4.7	123	2	1408	-8	0	-24	-2	-0.00049	-8	2
50	CCN1CCN(C(=O)CS(=O)(=O)Cc2nc(-c3ccc(C)cc3)oc2C)CC1	-1.6	104	7	1560	3	-2	-4	-9	.	-7	-5
51	CCCCn1nnnc1SCC(=O)Nc1ccc(N(C)C)cc1	0.9	95	6	1715	-9	8	9	11	-0.036	.	12
52	CCOc1ncccc1C(=O)Nc1ccc(-c2cn3ccsc3n2)cc1	1.9	91	-5	1703	-2	-4	15	-2	0.19	6	5
53	O=C(CCCOc1ccccc1)n1nnc2ccccc21	0.7	93	5	1522	-10	-1	8	10	.	3	-2
54	C#CC(CC)(CC)NC(=O)c1c(C)noc1C	2.0	102	1	1741	-8	-3	2	3	.	7	6
55	Cn1c(NCc2ccccc2O)nc2ccccc21	0.8	97	-9	1680	8	1	8	6	.	14	0
56	O=C1CC(O)(C(F)(F)F)Oc2c1ccc1ccccc21 (stereo unspecified)	-0.3	104	1	1469	-8	2	-1	0	.	-8	1
57	CCOc1ccc(Br)cc1S(=O)(=O)Nc1cccc(S(=O)(=O)NC2=NCCC2)c1	6.0	108	-5	1339	4	6	-2	-11	-0.43	1	-1
